# High-throughput results (PubChem BioAssay)
# LYP phosphatase: PTPN22 lymphoid phosphatase activity blockers – biochemical, fluorescence intensity, uHTS (AID 1779); recombinant LYP phosphatase, fluorescence intensity; higher % means a stronger effect; inhibition, % at 11.5 µM; hits with a dose series show IC50 in µM; hit rate 0.054% among 290,000; in the data active = inhibition above about 50%;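 also: plate controls were vehicle with enzyme for no effect and no enzyme for full effect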
# Starred values were filed as active, the others as inactive. These rows are one share of the data; rates above refer to the full screens.
item	mol	LYP phosphatase
1	COc1ccc(Nc2nc(-c3ccccc3O)nc3ccccc23)cc1	7.8%
2	Cc1occc1C(=O)N1CCN(c2ccc([N+](=O)[O-])cc2)CC1	-1.1%
3	Cc1cc2cc(CCNS(=O)(=O)c3ccc(F)cc3)c(=O)[nH]c2cc1C	-7.3%
4	O=C(Nc1ccc(C(=O)O)cc1)/C(=C\C=C\c1ccccc1)NC(=O)c1ccccc1Cl	-1.4%
5	COc1ccc(C2CC(=O)Nc3cc(OC)c(OC)cc32)cc1Br (configuration not stated)	-6.8%
6	COc1ccccc1NC(=O)Cn1c(=O)n(C)c(=O)c2sc3c(c21)COC(C)(C)C3	-9.6%
7	Cc1cc(C)cc(NC(=O)Nc2ccc3c(c2)CCC3)c1	-1.5%
8	Cn1c(/C=C/c2ccc(Br)cc2)nc2ccccc2c1=O	-7.3%
9	Nc1cc(=O)[nH]c(SCCSc2ccccc2F)n1	-2.0%
10	CCCCCCOc1ccc(/C=C/C(=O)N2CCOCC2)cc1OC	-6.3%
11	CCN(CC)S(=O)(=O)c1ccc(C(=O)Nn2cnnc2)cc1	-1.2%
12	CCOc1ccc(CNC(=O)C2CCN(c3nn4c(=O)cc(C)nc4s3)CC2)cc1	-6.5%

# The final two records of the section before are carried over, then new ones follow.
item	mol	LYP phosphatase
11	CCN(CC)S(=O)(=O)c1ccc(C(=O)Nn2cnnc2)cc1	-1.2%
12	CCOc1ccc(CNC(=O)C2CCN(c3nn4c(=O)cc(C)nc4s3)CC2)cc1	-6.5%
13	COc1ccc(/C=N\NC(=O)c2ccccc2F)cc1COc1ccc(F)cc1F	-5.5%
14	N#C/C(=C(/O)c1ccc2c(c1)OCO2)c1nc2cc(C(F)(F)F)ccc2s1	4.0%
15	CCn1cnc2cc(NCc3ccccc3Cl)ccc21	-10.3%
16	CC1CN2C(c3ccc(Cl)cc3)=CSC2=N1 (configuration not stated)	-4.6%
17	Cc1ccc(-c2nc(=O)[nH]c3ccccc23)cc1	-4.4%
18	C=CCN(c1ccccc1)S(=O)(=O)c1cccc(C(=O)N(CC)CC(=O)Nc2c(F)cccc2F)c1	-0.8%
19	CCc1nc(N2CCN(C(=S)NCCCOC)CC2)c2c3c(sc2n1)CCCC3	-3.3%
20	COc1cc(C(=O)NC(c2ccccc2)c2ccccc2)cc(OC)c1C	-7.1%
21	COc1ccccc1C1CCN(Cc2ccc3ccccc3c2)CC1	-5.4%
22	CCc1cc(=O)oc2c(CNCc3ccc(OC)cc3OC)c(O)c(Cl)cc12	-53.7%
23	Cc1[nH]c2ccc(C(=O)NCCCN3CCCC3)cc2c1C	-8.7%
24	CCCN(CC(=O)Nc1ccccc1C)C(=O)c1ccc(N2CCCCCC2)c([N+](=O)[O-])c1	-5.2%
25	CC1(C)Cc2ccccc2C(C(=O)c2ccccc2)=N1	1.7%
26	Cc1cc(C(=O)N2C(C)CCCC2C)no1 (configuration not stated)	-9.1%
27	COc1ccc(N(CC(=O)NCCSCc2ccco2)S(=O)(=O)c2ccccc2)cc1OC	-5.0%
28	O=c1c2ccccc2oc2cc(OCc3ccc(F)cc3)cc(O)c12	-4.4%
29	CCC(C)NC(=O)CCn1ccc2cc(S(=O)(=O)N3CCCC3)ccc21 (configuration not stated)	-16.1%
30	CCCCc1ccc(S(=O)(=O)N/N=C(/C)c2ccncc2)cc1	-6.2%
31	CCc1ccccc1-n1c(SCC(=O)NC)nnc1-c1ccco1	-9.8%
32	O=C(NCCN1CCOCC1)c1ccc(Cl)cc1O	-4.3%
33	COCc1nnc(NC(=O)COc2ccc3c(c2)OCO3)s1	-9.0%
34	CCOCCCNc1c(CC)c(C)c(C#N)c2nc3ccccc3n12	-4.3%
35	CN(C)CCCN(C(=O)c1ccc(S(=O)(=O)N2CCc3ccccc3C2)cc1)c1nc2ccc(F)cc2s1	8.8%
36	CCCN1CCC(=O)N([C@H](COc2ccccc2)CC(C)C)CC1	-7.0%
37	CCOc1ccccc1N1CCN(C(=O)c2ccc3[nH]c(C)c(C)c3c2)CC1	-6.5%
38	Cc1ccccc1NC(=O)N1CCCN(c2ccc(C#N)cn2)CC1	-5.3%
39	O=C(NC(=S)Nc1cccc2cc(O)ccc12)c1ccco1	-0.9%
40	CCc1ccc(C(=O)Nc2nc3ccccc3[nH]2)cc1	-4.7%
41	O=C(NCCc1c[nH]c2ccccc12)C1CCN(S(=O)(=O)c2ccc(F)cc2)CC1	-0.7%
42	CSc1ccccc1OCc1cc(C(=O)N2CCC[C@H]2C(N)=O)no1	-7.1%
43	CCN(CC)C(=O)COc1coc(CN2CCN(c3ccccc3F)CC2)cc1=O	-3.0%
44	COc1ccc(S(=O)(=O)N2CCOC2CNC(=O)C(=O)NCCc2ccccc2)cc1 (configuration not stated)	0.9%
45	O=[N+]([O-])c1cncc([N+](=O)[O-])c1Nc1cccc(O)c1	1.3%
46	CN(C(=O)COC(=O)CNC(=O)c1ccc2ccccc2c1)c1c(N)n(Cc2ccccc2)c(=O)[nH]c1=O	1.2%
47	Cc1ccc(-c2nnc(SCC(=O)NC3CCCC3)n2C)cc1	-5.1%
48	O=C(CCn1nnc2ccccc21)OCC(=O)c1ccc([N+](=O)[O-])cc1	-9.3%
49	CCN(C(=O)COC(=O)c1nc2nc(C)cc(C)n2n1)C1CCS(=O)(=O)C1 (configuration not stated)	-8.6%
50	CCOC(=O)N1CCN(C(=O)c2ccc3c(c2)N(Cc2cc(C)ccc2C)C(=O)c2ccccc2S3=O)CC1 (configuration not stated)	-7.4%
51	COCCn1c(SCC(=O)Nc2ccccc2C(F)(F)F)nc2ccccc2c1=O	-6.4%
52	Oc1c(Br)cc(Br)cc1CNn1cnnc1	0.8%
53	CCCCCNC(=O)c1cn(CC)c2cc(N3CCN(C)CC3)c(F)cc2c1=O	-12.4%
54	O=C(Cn1nc(C(=O)O)c2ccccc2c1=O)Nc1ccc(Br)cc1	-12.3%
55	CCN1CCCC1CNC(=O)c1cc([N+](=O)[O-])c(N(C)C)cc1OC (configuration not stated)	-3.5%
56	NS(=O)(=O)c1ccc(CCN2C(=O)CCC2=O)cc1	-9.1%
57	COc1ccc(-c2cc(C(=O)N3CCCCCC3)no2)cc1	-9.6%
58	CC(C)(C)C(=O)Nc1ccc(/C=C/C(=O)c2ccco2)cc1	-7.7%
59	CC1(c2ccc3ccccc3c2)NC(=O)NC1=O (configuration not stated)	-7.0%
60	Cc1cccc(-c2noc(CCCC(=O)NC3CCCCC3)n2)c1	-8.6%
61	Cc1coc2c(C)c3oc(=O)c(CCC(=O)N[C@@H](C)C(=O)N[C@@H](Cc4ccccc4)C(=O)O)c(C)c3cc12	2.4%
62	COc1ccc(-c2csc3ncnc(N4CCN(c5ccccc5[N+](=O)[O-])CC4)c23)cc1	-4.0%
63	COc1ccccc1CNC(=O)C1CCC(CNS(=O)(=O)c2ccc(C)cc2)CC1 (configuration not stated)	-10.6%
64	O=C(O)c1cccc(-c2ccc(/C=N/n3cnnc3)o2)c1	-8.0%
65	C=CCN(CC=C)C(=O)C1CCN(S(=O)(=O)c2ccc(-n3cnnn3)cc2)CC1	-9.3%
66	O=c1c2cn(Cc3ccc(F)cc3)c3ccccc3c-2nn1Cc1ccc(F)cc1	-9.9%
67	COc1ccc(S(=O)(=O)N2CCc3cc4c(cc3C2C)OCCCO4)cc1 (configuration not stated)	-4.5%
68	COc1ccccc1CNC(=O)c1oc2ccc(S(=O)(=O)N3CCOCC3)cc2c1C	7.6%
69	Cc1ccc(OCC(=O)N(Cc2ccc(C)o2)C2CCS(=O)(=O)C2)cc1 (configuration not stated)	-10.2%
70	CC(=O)N1CCN(C(=O)c2ccco2)CC1	-8.6%
71	COc1cc(C(C)=O)ccc1OCC(O)CN1CCN(c2c(C)cccc2C)CC1 (configuration not stated)	-10.7%
72	COc1cccc(C2CC(c3ccc(C)cc3)=NN2C(=O)c2ccccc2F)c1OC (configuration not stated)	6.6%

# Along the list, as entered above:
# Compounds 62–71 in LYP phosphatase read -4.0%, -10.6%, -8.0%, -9.3%, -9.9%, -4.5%, 7.6%, -10.2%, -8.6%, -10.7%

# More structures follow:
item	mol	LYP phosphatase
73	CS(=O)(=O)c1nc(S(=O)(=O)c2ccc(Cl)cc2)c(NCCCn2ccnc2)s1	-1.7%
74	Cc1cccc(Cn2c(-c3ccc[nH]c3=O)nc3ccccc32)c1	-10.3%
75	COc1ccc(CN(C)C(=O)c2oc3ccccc3c2CSC)cc1F	-8.0%
76	CCOc1ccc2c(c1)C(C)=CC(C)(C)N2S(=O)(=O)c1ccc(F)cc1	-5.4%
77	O=C(O)Cn1nc2c3c(cccc3c1=O)-c1ccccc1-2	-4.5%
78	COc1ccc(NS(=O)(=O)N2CCOCC2)cc1	-8.4%
79	O=C(c1cccnc1)c1ncc(C(F)(F)F)cc1Cl	-7.9%
80	Cc1ccc(C(=O)Nc2c[nH]c(=O)[nH]c2=O)cc1	-7.7%
81	CCn1c(SCC(=O)Nc2ccc3c(c2)OCCO3)nnc1C(C)C	-6.7%
82	O=Nc1[nH]c(=O)c(/C=C(\O)c2ccccc2)nc1NO	-4.0%
83	O=C(c1cc(N2CCOCC2)c(F)cc1[N+](=O)[O-])N1CCOCC1	-9.7%
84	CCN1CCN(C(=O)c2ccccc2NC(=O)c2ccc(Cl)cc2)CC1	-7.0%
85	CC(C)NC(=O)Cn1cc(S(=O)(=O)N2CCCC2)c(S(=O)(=O)N2CCCC2)c1	-9.3%
86	Cc1ccc(NC2CCCN(C(=O)CCN3CCOCC3)C2)cc1C (configuration not stated)	-8.1%
87	COc1ccccc1CNC(=O)Cn1c(=O)c2cccn2c2cccnc21	-2.8%
88	O=C(CSc1nncn1-c1ccccc1)Nc1ccc(F)cc1F	-8.7%
89	CSc1ccccc1OCc1cc(C(=O)N2CCSCC2)no1	-4.8%
90	COc1cc(CN2CCC(n3nccc3NC(=O)CCCc3ccccc3)CC2)ccc1F	-6.5%
91	CCOC(=O)C(C#N)=C1CCN(Cc2ccccc2)CC1	-7.6%
92	Cc1c(C(=O)N(Cc2nccn2C)C(C)C)oc2c(F)cccc12	-10.2%
93	CCCOC1CCCN(C(=O)CCCn2nnnc2CN2CCOCC2)C1 (configuration not stated)	-7.4%
94	NC(=O)c1ccc(-n2nnnc2SCC(=O)NC2CCCCC2)cc1	-1.5%
95	CC(C)(C)Nc1nc(-c2ccc3c(c2)CCN3C(=O)C2CC2)cs1	-2.4%
96	COc1ccc(CNC(=O)CN2CCC(NC(=O)c3ccc(OC)cc3)CC2)cc1	-5.6%
97	CCOc1ccccc1NC(=O)CN(c1ccc(Cl)cc1)S(C)(=O)=O	-5.7%
98	CCOC(=O)N1CCN(C(=O)c2ccc3c(c2)NC(=O)/C(=C/c2ccccc2)S3)CC1	-4.9%
99	COc1cccc(OC)c1C(=O)Nc1ccc(Br)c(C(=O)c2ccccc2)c1	-11.5%
100	COc1cc(/C=C2\C=CC(=O)O2)cc(OC)c1	-5.2%
101	COc1ccc(CN2CCNC(=O)C2CC(=O)NC2CCCC2)cc1OC (configuration not stated)	-9.1%
102	COc1cccc2cc(C(=O)N3CC(C)OC(C)C3)c(=O)oc12 (configuration not stated)	-8.3%
103	O=C(COc1cc([N+](=O)[O-])cc2cccnc12)NCCC1=CCCCC1	-6.3%
104	Nc1c(S(=O)(=O)O)cc(NC(=O)c2ccccc2)c2c1C(=O)c1ccccc1C2=O	9.8%
105	COc1ccccc1C(=O)Nc1ccnn1C1CCN(Cc2cnn(C)c2C)CC1	-4.6%
106	CC1=NN(C(N)=S)C(=O)C1N=Nc1cccc(Cl)c1 (configuration not stated)	-5.6%
107	O=C(NCc1ccc(F)cc1)c1cnc(Cl)c(Cl)c1	-5.9%
108	CC(NCC1COc2ccccc2O1)C1COc2ccccc2O1 (configuration not stated)	-1.4%
109	c1nc2ccc(Cc3ccc4nc[nH]c4c3)cc2[nH]1	-11.4%
110	Cc1ccccc1N1CCN(S(=O)(=O)c2nnc(NC(=O)CC(C)C)s2)CC1	-11.7%
111	O=C(NCCCN1CCCC1=O)Nc1cc(Cl)ccc1Cl	-6.7%
112	CC(Oc1ccccc1)C(=O)N=C1SC2CS(=O)(=O)CC2N1CCc1ccccc1 (configuration not stated)	1.3%
113	COc1ccc(CN2CCN(Cc3cc4ccccc4o3)CC2CCO)c(F)c1 (configuration not stated)	-8.7%
114	C=Cc1ccc(C(=O)N2CCCC(Nc3ccc4c(c3)OCCO4)C2)cc1 (configuration not stated)	-8.2%
115	COc1ccccc1N1CCN(C(=O)c2ccc(N3CCCCS3(=O)=O)cc2)CC1	-8.6%
116	CCc1cc(=O)oc2cc(OCc3ccc(C(=O)O)o3)ccc12	-3.6%
117	COCCn1c(=O)c2c(nc3n2CC(C)CN3Cc2ccccc2)n(C)c1=O (configuration not stated)	-2.7%
118	Cc1ccc(C(=O)NCCc2ccccc2)cc1N1CCCC1=O	-3.9%
119	N#CC1(NC(=O)COC(=O)CCCN=C2NS(=O)(=O)c3ccccc32)CCCCC1	-2.0%
120	COc1ccc(CCNC(=O)c2ccc(Br)cc2)cc1	-1.0%
121	CC(C)c1ccc(/C=C2\SC(=S)N(CCC(=O)NCCCn3ccnc3)C2=O)cc1	-1.6%
122	O=C(NC1CCN(S(=O)(=O)c2ccccc2)CC1)c1ccc(F)cc1	-10.6%
123	COc1ccccc1C(=O)NCCC(=O)Nc1ncccc1C	-12.1%
124	CCCCOP(=O)(c1ccc(N(C)C)cc1)C(O)c1cc(OC)ccc1OC (configuration not stated)	-3.3%
125	COc1cc(Cl)ccc1OCc1cc(C(=O)N2CC[C@@H]3CCCC[C@H]3C2)no1	-5.2%
126	CCC(C(=O)N1CCN(C(=O)c2ccco2)CC1)n1sc2ccccc2c1=O (configuration not stated)	-6.4%
127	CN(CC(=O)Nc1ccc(F)cc1)C(=O)Cn1nnc(-c2ccccc2)n1	-9.0%
128	Cc1ccc(S(=O)(=O)N(C)CC(=O)NCCc2c[nH]c3ccccc23)cc1	-5.2%
129	O=C(CNS(=O)(=O)c1ccc(Br)cc1)NC1CCCC1	-9.7%
130	O=C(O)Cn1c(=O)c2c3c(sc2n(Cc2ccc(F)cc2)c1=O)CCCC3	-2.8%
131	O=C(CCc1ccccc1)NNC(=O)COc1ccc([N+](=O)[O-])cc1	-11.5%
